Assay outcomes deposited in PubChem by NMMLSC.
QS inhibitor: blocks AIP-induced quorum sensing reporter in S. aureus. S. aureus RN6390 RNAIII-GFP reporter, flow cytometry 3 h. inhibition, % at 2 µM. actives 0.3% (n = 24,000). AID 527;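 active = share of bacteria positive for the green fluorescent reporter and its mean brightness both inhibited by 50% or more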;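 note: 0% = AIP-stimulated control and 100% = unstimulated bacteria without AIP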
QS inhibitor GFP MFI %: also measured in QS inhibitor; calls as there; inhibition, %; measured here: inhibition of GFP MFI
* marks the source's active call; other numbers are inactive results. This is a subset, so the mix of outcomes need not match the whole.

Structure	QS inhibitor	QS inhibitor GFP MFI %
Cc1ccc(S(=O)(=O)C2(C(=O)N3CCN(C4CCCCC4)CC3)CC2)cc1	-2	-3
CCC(=O)N1C(C(=O)O)CSC1c1ccc(OC)cc1 (stereo unspecified)	0	-7
CC1(C)CC(=O)c2cnc(NC(=O)Cc3ccc(Cl)cc3)nc2C1	0	41
CCOC(=O)Nc1ccc(C(=O)Oc2ccccc2)c(O)c1	-4	-24
C=C(C)CC1N(c2cccc(OC)c2)C(=O)C2C(C(=O)O)C3C=CC21O3 (stereo unspecified)	2	8
O=C1CCCc2c1nn(-c1ccccc1)[n+]2[O-]	4	10
O=C(NCCN1CCCC1)c1ccc2c(=O)n(CCc3ccccc3)c(=O)[nH]c2c1	21	48
Cc1cc(C)n2c(SCC(=O)Nc3ccccc3)nnc2n1	-6	-27
CSCc1nnc(NC(=O)c2ccc(S(=O)(=O)N(CC(C)C)CC(C)C)cc2)o1	3	21
CCn1cc(C(=O)NC2CCCCC2)c(=O)c2cc(S(=O)(=O)N(C)C)ccc21	1	3

Structure	QS inhibitor	QS inhibitor GFP MFI %
Cc1noc(C)c1S(=O)(=O)NCCCN1CCN(Cc2ccccc2)CC1	2	9
CCOC(=O)c1sc(C)c2c(=O)n(CC)nnc12	0	10
O=C1CC(c2ccccc2)NC(=O)N1 (stereo unspecified)	-1	8
C=CCSc1nnc(Cn2c(=O)sc3ccccc32)n1C	24	43
CCCOc1ccccc1NC(=O)c1ccc(N)cc1	-1	5
Cc1cccc(CS(=O)(=O)Cc2ccc(C(=O)NCc3ccco3)o2)c1	-4	1
COc1ccc(/C=N\n2nnc3ccccc32)cc1	17	33
Cc1ccc(-c2noc(CCC(=O)N3CCN(c4cccc(C(F)(F)F)c4)CC3)n2)cc1	0	0
Cc1ccc(Cl)cc1N1CCN(C(=O)C2CCN(c3nnc(-n4cccc4)s3)CC2)CC1	10	29
CCN(CC)c1ccc(NC(=O)CN2C(=O)CSc3ncccc32)c(C)c1	5	7

Structure	QS inhibitor	QS inhibitor GFP MFI %
CCN(Cc1ccccc1)C(c1ccncc1)c1nnnn1C(C)(C)C (stereo unspecified)	0	7
CCC(Oc1ccccc1)C(=O)Nc1cc(C)on1 (stereo unspecified)	-9	-29
Cn1c2c(c(=O)[nH]c1=O)C(NC(=O)c1ccco1)(C(F)(F)F)C(=O)N2 (stereo unspecified)	0	12
O=C(CN1C(=O)COc2ccccc21)Nc1ccc(F)cc1	-5	-6
O=C(NCc1cccs1)c1cccnc1C(=O)O	-1	-11
O=C(Nc1c(C(=O)N2CCOCC2)cnn1-c1ccccc1)c1ccco1	1	28
O=C(CCNC(=O)Cn1ccc2ccccc2c1=O)NCCN1CCN(c2ccccc2F)CC1	-5	-3
COc1ccc(-c2nc(CS(=O)CC(=O)NCc3ccccn3)c(C)o2)cc1 (stereo unspecified)	-1	-36
O=C(NCC1CCCO1)c1csc2c1CCCC2 (stereo unspecified)	4	13
CC(C)OC(=O)c1cc(=O)[nH]c2ccccc12	-3	2

Structure	QS inhibitor	QS inhibitor GFP MFI %
CCc1nnc(NC(=O)c2cc3c(s2)CCCCC3)s1	1	30
COc1cccc(CC(=O)Nn2c(C)nc3ccccc3c2=O)c1	0	6
Cc1onc(-c2ccccc2Cl)c1C(=O)Nc1cccnc1	2	22
CCCCN1C(=O)C(O)(CC(=O)c2ccccc2OC)c2ccccc21 (stereo unspecified)	-2	-26
COc1cc(NS(=O)(=O)c2ccc3c(c2)oc(=O)n3C)cc(OC)c1OC	1	8
O=C(Cn1ncc2c(=O)oc3ccccc3c21)N1CCN(C(=O)c2ccco2)CC1	0	3
CC(=O)NCCn1c(SCc2cc(=O)n3cc(Cl)ccc3n2)nc2ccccc2c1=O	-5	-5
COc1ccc(-n2c(C)nc3cc(C(=O)N4CCOCC4)ccc32)cc1	-2	-7
Cc1cccc2cc(CN(CCCO)C(=O)Nc3ccccc3Cl)c(=O)[nH]c12	6	19
Cc1cc(NC(=O)CSc2nccn2-c2ccc(F)cc2)no1	-7	-15

Structure	QS inhibitor	QS inhibitor GFP MFI %
CC1(C)CC2(CCO1)OC(=O)CC2C(=O)NCCc1ccccc1 (stereo unspecified)	0	11
CCOC(=O)CSc1nnc(CNC(=O)c2ccc(S(=O)(=O)N3CCCCC3)cc2)n1C	-1	-24
COc1ccccc1OCc1ccc(C(=O)NCCN(C)C)o1	-2	-23
C(=N\n1cncn1)/c1ccc(N2CCOCC2)cc1	-2	13
CCOC(=O)Nc1c(O)ccc2oc(C)c(-c3ccccc3)c12	-1	4
Fc1ccc(C(c2nnnn2Cc2ccco2)N2CCN(C3CCCCC3)CC2)cc1 (stereo unspecified)	-1	-8
COCCCN(C(=O)Nc1ccccc1)C(C)c1ccncc1 (stereo unspecified)	-5	-33
O=C(CSc1nc2ncccc2[nH]1)Nc1ccc2c(c1)OCCO2	-15	-20
CCOc1cc(N2C(=O)CC3CS(=O)(=O)CC32)c(OCC)cc1NC(=O)c1ccccc1 (stereo unspecified)	0	-24
Cc1ccc(-c2[nH]nc3c2C(c2ccccc2OC(=O)N2CCOCC2)C(C#N)=C(N)O3)cc1 (stereo unspecified)	0	-13

Structure	QS inhibitor	QS inhibitor GFP MFI %
CC(=O)c1ccc(NC(=O)CSc2nnc(Cc3cccn3C)n2-c2ccc(F)cc2)cc1	3	12
O=C(CSc1nc(C2CCCCC2)n(-c2ccccc2)n1)NCCN1C(=O)CSC1=O	-1	-9
CCOc1cc(C2C3=C(CCCC3=O)N(C)C3=C2C(=O)CCC3)cc(Cl)c1O	-2	-23
COc1cc(C2/C(=C(/O)c3ccc(F)cc3)C(=O)C(=O)N2CCCC(=O)O)ccc1O (stereo unspecified)	-4	-10
Cc1ccccc1CSc1nc2n(n1)C(c1cccs1)C1=C(CCCC1=O)N2 (stereo unspecified)	26	43
CC(C)N(Cc1nc(-c2ccccc2)no1)C(=O)c1ccc(Cl)cc1	-5	-7
CCN(CC(=O)Nc1ccc2c(c1)CCC2)Cc1nc2ccccc2c(=O)[nH]1	-3	-5
CCc1ccc(NC(=O)N(CCCN2CCOCC2)C(C)c2cc3cccc(OC)c3o2)cc1 (stereo unspecified)	-1	-6
C=CCn1c(-c2cccs2)nc2nc3ccccc3nc21	-3	-27
COc1ccc(-n2c(Cc3cccn3C)nnc2SCC(=O)Nc2ccc3c(c2)OCO3)cc1	-4	-4

Structure	QS inhibitor	QS inhibitor GFP MFI %
COC(=O)c1sc(=S)n(-c2cccc(Cl)c2)c1N	0	24
CC(=O)c1c[nH]c2ccc(C)cc2c1=O	3	16
Cc1cc(=O)oc(C)c1C(=O)NCC1COc2ccccc2O1 (stereo unspecified)	-1	-3
CCOC(=O)c1[nH]c(C)c(C(=O)NCCN2CCOCC2)c1C	-5	-10
O=C(NCCc1ccc(Cl)cc1)C1CCC(=O)N1C1CCCC1 (stereo unspecified)	-1	8
CCCNC(=O)c1cc(-c2ccc(OC)cc2)on1	-4	-9
O=C(CCNC(=O)Cn1ccc2ccccc2c1=O)NCCN1CCN(c2cccc(Cl)c2)CC1	25	45
Cn1cnc2cc(NC(=O)c3ccc(Cl)cc3)ccc21	0	-4
CCc1ccccc1NC(=O)C(CC)Sc1nc2cc3c(cc2c(=O)n1Cc1ccco1)OCO3 (stereo unspecified)	-5	-22
CC(C)(C)NC(=O)c1ccc(COc2ccccc2Br)o1	-1	-3

Structure	QS inhibitor	QS inhibitor GFP MFI %
O=S(=O)(c1cccc2nsnc12)N1CCN(c2ncccn2)CC1	-3	-13
COc1ccc(NC(=O)Cn2nc3n(c2=S)CCC3)cc1	-1	10
O=C(NCCc1cccc(Cl)c1)c1cccnc1	-1	0
COc1ccccc1NC(=O)N(Cc1ccccc1)C1=NCC(C)S1 (stereo unspecified)	-3	18
COc1ccc(-n2c(Cc3cccn3C)nnc2SCC(=O)Nc2ccc3c(c2)OCCO3)cc1	1	20
COc1ccccc1N1CCN(C(=O)C2CCN(S(=O)(=O)c3ccc(F)cc3)CC2)CC1	0	1
O=C(CN1C(=O)CSc2ccccc21)NC1CCCC1	-1	-3
Cc1cc(SCc2ccccc2)nc(=O)[nH]1	-8	-39
CC(=O)Nc1c(C(=O)C2CC2)oc2ccccc12	-4	-4
CCOC(=O)N1CCN(C(=O)CSCc2nc(-c3ccccc3F)oc2C)CC1	-4	-5

Structure	QS inhibitor	QS inhibitor GFP MFI %
CCCOc1ccc2oc(=O)c3c(c2c1)CCCN3C(=O)CN1CCN(C(=O)c2ccco2)CC1	0	14
COCCn1c(SCC(=O)Nc2cccc(OC)c2)nnc1-c1ccccc1	0	-3
COc1cccc(C(=O)Nc2ccc(NC(C)=O)cn2)c1	1	20
O=c1cc(-c2ccccc2)c2c([nH]1)CCCC2	-4	-30
O=C(O)c1ccccc1S(=O)(=O)Cc1ccccc1	2	5
CCCn1nnnc1SCC(=O)c1ccc2c(c1)OCCO2	0	3
COc1ccc2c(c1)CCc1c(C(=O)Nc3ccc(OC)c(OC)c3)noc1-2	-3	-10
CC(=O)Nc1ccc(S(=O)(=O)NCC2CCC(C(=O)NCCCN3CCCC3=O)CC2)cc1 (stereo unspecified)	-1	0
CCn1c(SCC(=O)Nc2nccs2)nnc1-c1ccncc1	0	0
Cc1oc(-c2ccc(Cl)cc2)nc1CN1CCCC(C(=O)NCc2cccnc2)C1 (stereo unspecified)	0	-1

5 structures out of the list, arranged by heavy-atom count, falling.
Structure	QS inhibitor	QS inhibitor GFP MFI %
CCCOc1ccc2oc(=O)c3c(c2c1)CCCN3C(=O)CN1CCN(C(=O)c2ccco2)CC1	0	14
COCCn1c(SCC(=O)Nc2cccc(OC)c2)nnc1-c1ccccc1	0	-3
CCn1c(SCC(=O)Nc2nccs2)nnc1-c1ccncc1	0	0
O=C(O)c1ccccc1S(=O)(=O)Cc1ccccc1	2	5
O=c1cc(-c2ccccc2)c2c([nH]1)CCCC2	-4	-30

Next section.
Structure	QS inhibitor	QS inhibitor GFP MFI %
CC1CCN(Cc2ccc(-c3nn[nH]n3)cc2)CC1	-3	-9
COc1nc(NCCc2ccc(OC)c(OC)c2)nc(NC(C)(C)CO)n1	0	4
CCCCOn1c(C)c(C(=O)OCC)c2c3nonc3ccc21	0	17
O=C(/C=C1\NC2(CCCC2)Cc2ccccc21)N1CCOCC1	0	-4
c1ccc2c(NC3CCCC3)nnc(NC3CCCC3)c2c1	1	8
CC(=O)c1ccc(NC(=O)CSc2nnc(Cn3c(=O)sc4ccccc43)n2C)cc1	-22	-20
O=C(O)C1C2CCC(O2)C1C(=O)NCc1ccncc1 (stereo unspecified)	-4	-6
c1ccc(CCn2nnnc2CN2CCN(C3CCCC3)CC2)cc1	0	-5
COc1ccc(NC(=O)C2CCCCN2S(=O)(=O)c2ccc(F)cc2)c(OC)c1 (stereo unspecified)	0	23
CCOc1ccc(N(CC(=O)O)S(=O)(=O)c2cccnc2)cc1	-7	-29

Structure	QS inhibitor	QS inhibitor GFP MFI %
C=CS(=O)(=O)c1ccc(Oc2ccc(S(=O)(=O)C=C)cc2)cc1	-1	-2
CN(Cc1ccccc1)C(=O)c1cc(-c2ccc(Br)cc2)on1	1	7
Cc1ccc(S(=O)(=O)N2CCC(C(=O)N3CCC(C(=O)NCC4CCCO4)CC3)CC2)cc1 (stereo unspecified)	-3	2
CC(=O)Nc1cccc(NC(=O)CCn2c(=O)sc3ccccc32)c1	-6	-11
O=C(NCCSc1c[nH]c2ccccc12)c1ccc(Br)o1	-1	-26
COc1ccc(/C(O)=C(\C#N)c2nc3ccccc3n2C)cc1OC	2	19
Cc1cccc(-n2c(Cc3cc(=O)[nH]c(=O)[nH]3)nnc2SCC(=O)NCc2ccco2)c1	0	6
CCCN1Cc2cccc(C(=O)NCc3ccccc3)c2C1=O	0	41
CCOC(=O)N1CCN(c2c(NCCCN(CC)Cc3ccccc3)c(=O)c2=O)CC1	4	16
C=CCSc1nnc2n(CCc3ccccc3)c(=O)c3c4c(sc3n12)COC(C)(C)C4	11	17

Record cards, as listed above. Values in the order: QS inhibitor, QS inhibitor GFP MFI %
Results for COc1ccc(/C(O)=C(\C#N)c2nc3ccccc3n2C)cc1OC : 2, 19
Results for CCCN1Cc2cccc(C(=O)NCc3ccccc3)c2C1=O : 0, 41

Other results:
Structure	QS inhibitor	QS inhibitor GFP MFI %
CC(c1ccc(Br)cc1)N1CC23C=CC(O2)C(C(=O)O)C3C1=O (stereo unspecified)	-6	-7
CC(NC(=O)c1ccc(CS(=O)(=O)Cc2ccccc2F)o1)c1ccc2c(c1)OCCO2 (stereo unspecified)	8	4
Cc1ccc(S(=O)(=O)N2CCCC2)cc1S(=O)(=O)N1CCCC1	0	-2
COc1ccc(-n2c(Cn3c(=O)sc4ccccc43)nnc2SCC(=O)N2CCOCC2)cc1	0	-30
Cc1ccc(-c2nc3cc(NC(=O)C(C)C)ccc3o2)cc1	0	1
CC(C)COC(=O)C(C#N)c1nc2ccccc2nc1N1CCN(Cc2ccccc2)CC1 (stereo unspecified)	18	38
COc1ccc(C2C(C#N)=C(N)Oc3cc4c(cc32)OCO4)cc1 (stereo unspecified)	0	14
COC(=O)c1ccccc1S(=O)(=O)N(Cc1cc2cc3c(cc2[nH]c1=O)OCO3)C1CCCCC1	2	9
Cc1cc(=O)n(C)c(=O)n1CC(=O)N1CCCCCC1	-2	-16
